Bioassay records (PubChem BioAssay)
IMPase cell inh: qHTS Assay for Identifying the Cell-Membrane Permeable IMPase Inhibitors. AID 901, 2007. 120,000 tested, under 10 active. CHO-M1 cells, IP1 accumulation, HTRF TR-FRET ratio. inhibition (IP1 accumulation), % at 46.1 µM. Inositol monophosphatase 1 (Rattus norvegicus), P97697; active = well fitted curve in the direction sought with a large enough effect in the signal ratio, not every such curve was filed as active; inconclusive = small, poorly fitted or top-dose-only effect, or a change in a side signal; inactive = no such curve, though single readings can be large or run the other way; the % refers to the signal ratio;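 also: cells stimulated with carbachol in lithium chloride buffer; plate controls were DMSO basal wells for no effect and reference inhibitor wells for full effect; higher means more IMPase inhibition seen as more IP1 and lower FRET ratio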
Target sequence (P97697 whole entry, looked up): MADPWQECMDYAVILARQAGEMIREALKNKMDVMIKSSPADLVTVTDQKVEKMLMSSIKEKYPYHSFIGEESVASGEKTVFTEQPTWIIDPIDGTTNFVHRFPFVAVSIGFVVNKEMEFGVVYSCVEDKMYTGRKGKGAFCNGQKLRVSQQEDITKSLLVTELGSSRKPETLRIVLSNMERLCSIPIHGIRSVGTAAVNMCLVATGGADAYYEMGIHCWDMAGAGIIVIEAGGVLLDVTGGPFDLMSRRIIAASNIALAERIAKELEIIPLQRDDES
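Measured: the HTRF emission ratio (665/620 nm) plus the 620 nm donor channel, each fitted to the Hill equation to give AC50. Cells were CHO-M1 given compounds up to 46 uM and a 30 min carbachol stimulation at 37C.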
PNC assembly inh: High Content Assay for Compounds that inhibit the Assembly of the Perinucleolar Compartment; PC3M PTB-GFP, PNC prevalence imaging, 16 h; hits give low values; activity change (PNC), negative = inhibition, % at 10 µM; 3.1% of 140,000 active; AID 2417, 2010;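 active = readout at or below -70, meaning at least 70% loss of cells showing the perinucleolar compartment, a nuclear body marking cancer cells; inconclusive = readout between -30 and a set limit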;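 also: plate controls were DMSO wells for no effect and camptothecin positive control wells for full effect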
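Read-out is percentage of cells bearing a perinucleolar compartment, from automated 20x imaging of fixed, Hoechst-stained PC3M PTB-GFP cells. Cells were seeded 4 h, then exposed 16 h to compound (23 nl of library stock) in duplicate plates.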
ALOX12 inhib: qHTS Assay for Inhibitors of 12-hLO (12-human lipoxygenase). AID 1452, 2008. 0.12% of 150,000 active. purified 12-hLO, xylenol orange hydroperoxide absorbance. Polyunsaturated fatty acid lipoxygenase ALOX12 (Homo sapiens), P18054. Potency, µM (titrated, usually from 57.1 µM), for inactives: at the top dose activity change, negative = inhibition, actives largely listed as inhibitors; also: potency is read from the fitted curve at half-maximal effect; nearly all actives have a fitted effect of over 55% in size; many of its hits are not listed in these tables
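Purified human 12hLO (150 nM), preincubated 15 min with compound, then 40 uM arachidonic acid for 30 min, room temperature, Hepes pH 7.0 with 0.01% Triton X-100. Hydroperoxide detected by ferrous iron/xylenol orange; 573/405 nm absorbance ratio gives reaction progress.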
15-hLO-2 inh: qHTS Assay for Inhibitors of 15-hLO-2 (15-human lipoxygenase 2). Polyunsaturated fatty acid lipoxygenase ALOX15B (Homo sapiens), O15296. purified 15hLO-2, xylenol orange hydroperoxide absorbance. Potency, µM (top dose mostly 57.1 µM), without a hit: at the top dose activity change, negative = inhibition, usual class: inhibitors. 0.56% of 110,000 active. AID 881, 2007; also: potency is read from the fitted curve at half-maximal effect; nearly all actives have a fitted effect of over 60% in size; many of its hits are not listed in these tables
Target sequence (O15296 whole entry, looked up): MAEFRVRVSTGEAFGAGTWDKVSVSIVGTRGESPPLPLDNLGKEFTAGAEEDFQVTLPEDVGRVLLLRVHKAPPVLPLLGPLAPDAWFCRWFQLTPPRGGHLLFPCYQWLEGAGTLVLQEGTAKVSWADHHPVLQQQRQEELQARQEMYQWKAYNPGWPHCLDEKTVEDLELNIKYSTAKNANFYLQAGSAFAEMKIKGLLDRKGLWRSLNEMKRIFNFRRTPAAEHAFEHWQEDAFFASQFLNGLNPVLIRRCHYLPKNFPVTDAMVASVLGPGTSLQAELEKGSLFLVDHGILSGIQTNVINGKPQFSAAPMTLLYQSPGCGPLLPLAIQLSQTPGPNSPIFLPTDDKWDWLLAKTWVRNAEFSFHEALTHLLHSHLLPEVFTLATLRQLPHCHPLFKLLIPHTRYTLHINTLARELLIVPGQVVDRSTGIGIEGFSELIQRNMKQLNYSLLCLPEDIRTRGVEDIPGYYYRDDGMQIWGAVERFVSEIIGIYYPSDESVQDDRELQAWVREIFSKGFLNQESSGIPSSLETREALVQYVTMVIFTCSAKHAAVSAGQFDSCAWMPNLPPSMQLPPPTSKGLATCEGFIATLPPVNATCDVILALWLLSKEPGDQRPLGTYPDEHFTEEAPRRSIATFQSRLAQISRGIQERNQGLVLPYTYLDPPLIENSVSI
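Enzyme 50 nM, AA 45 uM, 25 mM Hepes pH 7.5 + 0.01% Triton X-100; cpd preinc 15 min RT, rxn 90 min RT; stop/detect with 200 uM XO + 300 uM Fe(II) in 50 mM H2SO4, 30 min; A573/A405.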
* = called active by the depositor; ? = inconclusive; nt = no result given; [ ] = dose if it differs, or a comment. Unless noted, calls follow the shape of the dose curve; as a rule, active = well fitted curve in the direction sought with a large enough effect; inconclusive = small, poorly fitted or top-dose-only effect, or another doubt; inactive = no such curve, though single readings can be large; an effect the other way counts as inactive or inconclusive. Unless noted, % is scaled to controls: 0 for no effect and ±100 for the full control effect. Some of the compounds tested (hit frequency here may not be typical).

SMILES | IMPase cell inh | PNC assembly inh | ALOX12 inhib | 15-hLO-2 inh
Cc1nn(-c2ccccc2)c2sc(C(=O)C(C#N)c3ccccn3)cc12 (stereo not given) | 0 | ? | 5% | -7%
OB(O)O | nt | nt | 1% | -13%
Cc1cccnc1NC(=O)C12CCC(C)(C(=O)O1)C2(C)C (stereo not given) | 4 | 13 | 6% | nt
Sc1oc(-c2ccccc2)cc1C=Nc1ccccc1 | -5 | -1 | -24% | ?
Cc1cccc(N2CCN(C(=O)c3c(C)nn(Cc4ccccc4Cl)c3C)CC2)c1C | 1 | ? | -10% | 16%
O=S(=O)(NCC(c1cccnc1)N1CCN(Cc2ccccc2)CC1)c1ccccc1 (stereo not given) | 2 | 45 | -1% | nt
C(=N\c1c(-c2ccccc2)nc2n1CCS2)/c1ccccc1 | ? | 13 | -5% | -21%
CCN(CC)S(=O)(=O)c1ccc(NS(=O)(=O)CC23CCC(CC2=O)C3(C)C)cc1 (stereo not given) | nt | -2 | -3% | nt
CCc1ccccc1NC(=O)CN(C)C(=O)CSc1nn(-c2ccc(F)cc2)c(=S)s1 | 7 | ? | -1% | nt
CCOC(=O)C1CCCN(CC(=O)Nc2c(C(=O)OC)[nH]c3ccc(Br)cc23)C1 (stereo not given) | -6 | ? | 2% | 8%
O=C(c1ccc(S(=O)(=O)c2ccc(F)cc2)c([N+](=O)[O-])c1)N1CCCCCC1 | 7 | -119* | -3% | nt
CCCN(CCC)S(=O)(=O)c1cc(Br)cc2c1N(C(=O)CC)CC2 | 1 | -22 | 3% | -2%
CCC(CC)NC(=O)c1ccc(Cl)cc1 | nt | ? | -4% | nt
CCNC(=S)Nc1ccc(Cl)cc1 | nt | 17 | 4% | nt
Cc1ccc(C(=O)N/N=C(\CC(C)C)c2ccccc2)cc1 | nt | -105* | 1% | nt
CCOC(=O)/C(=C\c1ccc(Cl)cc1)c1nc2sc(C)c(C)c2c(=O)[nH]1 | nt | -7 | -7% | nt
COc1cccc(C2CC(c3ccc(C)cc3)Nc3nc(N)nn32)c1 (stereo not given) | 8 | ? | -5% | 42%[activator]
CC(C)N(C)C | nt | nt | 0% | -5%
CO/N=C/c1cc([N+](=O)[O-])ccc1Sc1ccc(C)cc1 | 3 | 20 | -7% | -8%
Cc1nonc1NC(=O)c1ccc(Cl)c(S(=O)(=O)N2CCCCC2)c1 | 11 | -2 | -6% | -9%
COC(=O)COc1ccccc1C(=O)Nc1ccc(OC)cc1 | nt | 22 | -1% | nt
O=C1C(c2ccc(F)cc2)N(C2CCCCC2)C(=O)CN1C1CCCC1 (stereo not given) | 7 | -21 | -3% | -13%
CC(C)C[C@H](NC(=O)NCc1ccc(Cl)cc1)C(=O)O | -9 | -9 | 0% | 3%
CC1Cc2ccccc2N1C(=O)COc1cccc(-n2cnnn2)c1 (stereo not given) | 0 | 36 | -4% | 1%
CN1C(=O)/C(=C2\SC(N)=NC2=O)c2ccccc21 | 1 | -21 | -3% | -25%

14 structures already listed, ordered by molecular weight, largest number first:
SMILES | IMPase cell inh | PNC assembly inh | ALOX12 inhib | 15-hLO-2 inh
CCc1ccccc1NC(=O)CN(C)C(=O)CSc1nn(-c2ccc(F)cc2)c(=S)s1 | 7 | ? | -1% | nt
CCOC(=O)C1CCCN(CC(=O)Nc2c(C(=O)OC)[nH]c3ccc(Br)cc23)C1 (stereo not given) | -6 | ? | 2% | 8%
O=S(=O)(NCC(c1cccnc1)N1CCN(Cc2ccccc2)CC1)c1ccccc1 (stereo not given) | 2 | 45 | -1% | nt
Cc1nonc1NC(=O)c1ccc(Cl)c(S(=O)(=O)N2CCCCC2)c1 | 11 | -2 | -6% | -9%
O=C1C(c2ccc(F)cc2)N(C2CCCCC2)C(=O)CN1C1CCCC1 (stereo not given) | 7 | -21 | -3% | -13%
CC1Cc2ccccc2N1C(=O)COc1cccc(-n2cnnn2)c1 (stereo not given) | 0 | 36 | -4% | 1%
COC(=O)COc1ccccc1C(=O)Nc1ccc(OC)cc1 | nt | 22 | -1% | nt
C(=N\c1c(-c2ccccc2)nc2n1CCS2)/c1ccccc1 | ? | 13 | -5% | -21%
CO/N=C/c1cc([N+](=O)[O-])ccc1Sc1ccc(C)cc1 | 3 | 20 | -7% | -8%
Cc1ccc(C(=O)N/N=C(\CC(C)C)c2ccccc2)cc1 | nt | -105* | 1% | nt
CN1C(=O)/C(=C2\SC(N)=NC2=O)c2ccccc21 | 1 | -21 | -3% | -25%
CCC(CC)NC(=O)c1ccc(Cl)cc1 | nt | ? | -4% | nt
CCNC(=S)Nc1ccc(Cl)cc1 | nt | 17 | 4% | nt
CC(C)N(C)C | nt | nt | 0% | -5%

Next part
SMILES | IMPase cell inh | PNC assembly inh | ALOX12 inhib | 15-hLO-2 inh
COc1cccc(/C=N/Nc2nn3cnnc3c3ccccc23)c1O | 2 | -1 | -6% | 2%
Cc1cc(=O)[nH]c(SCC(=O)Nc2ccc(C(=O)O)cc2)n1 | 4 | 16 | 1% | 7%
O=C(Cc1cscn1)c1ccc(O)cc1O | -7 | -3 | -16% | 8%
CCC(C(=O)NC1CCCCC1)n1c(SCc2cccc(C)c2)nc2ccncc21 (stereo not given) | nt | 32 | -3% | nt
COc1ccc(-c2csc(NC(=O)CC(C)C)n2)cc1 | 0 | -18 | -8% | nt
Cn1c(=O)cc(SCC(=O)NCC2CCCO2)c2ccc(Cl)cc21 (stereo not given) | -13 | -11 | -4% | nt
O=C(COC(=O)CC12CC3CC(CC(Br)(C3)C1)C2)NC(=O)NCc1ccco1 | -5 | -8 | 5% | 0%
Cc1ccccc1N(CC(N)=O)S(C)(=O)=O | -10 | 20 | -4% | -4%
Cc1cc(C(=O)NCCCN2CCOCC2)n(-c2ccccc2)n1 | -7 | 28 | 0% | -6%
CCC(=O)Nc1cccc(-c2nc3ccccc3c(=O)o2)c1 | 1 | ? | 1% | 6%
CC(C)n1nnc2ccccc2c1=O | 11 | -29 | 1% | 14%
Cc1ccc(Cl)c2c1NC(=O)C2(O)CC(=O)c1ccc(Br)cc1 (stereo not given) | 2 | 1 | -5% | -1%
O=c1cc(NS(=O)(=O)c2ccccc2)nc(SCc2ccccc2Cl)[nH]1 | -1 | ? | 1% | nt
O=C(NC1CCCCC1)C1CN(S(=O)(=O)c2ccccc2)CCN1S(=O)(=O)c1ccccc1 (stereo not given) | 10 | -24 | -2% | -3%
c1ccc(C2(Cn3ccc4ccccc43)OCCO2)cc1 | 5 | -1 | 4% | -21%
COC(=O)CSc1nc(C)c(C(C)=O)cc1C#N | -2 | ? | 9% | 1%
Cc1cc(C)n2nc(CC(=O)NC3CCCC(C)C3C)nc2n1 (stereo not given) | -5 | -10 | -8% | 7%
Clc1ccc(OCCN2CCN(c3ncnc4sccc34)CC2)cc1 | 6 | -28 | -2% | 8%[2.29 µM]
CCOC(=O)C(C)Sc1nnc(Cc2cc(=O)[nH]c(=O)[nH]2)n1-c1ccc(Cl)cc1 (stereo not given) | -14 | 17 | 0% | nt
CCOC(=O)c1[nH]c2ccc(Br)cc2c1NC(=O)CCN1CCN(C(=O)OCC)CC1 | 5 | 19 | -7% | 10%
CCN(CC)S(=O)(=O)c1ccc(C)c(NC(=O)COc2ccc(Cl)cc2Br)c1 | -3 | 39 | -3% | nt
Cn1cnc2cc(NC(=O)c3ccco3)ccc21 | 7 | ? | 2% | -1%
CCCCn1c(=O)c(CCC(=O)OC(C)C(=O)Nc2cccc(Cl)c2Cl)nc2ccccc21 (stereo not given) | ? | -20 | 0% | nt
Cc1sc2nc(COC(=O)CNC(=O)c3ccc(C(C)(C)C)cc3)[nH]c(=O)c2c1C | nt | 26 | -6% | nt
O=C(Nc1cccc(C(F)(F)F)c1)c1cc(-c2cccs2)on1 | -11 | ? | -7% | -4%

The results go on:
SMILES | IMPase cell inh | PNC assembly inh | ALOX12 inhib | 15-hLO-2 inh
CC(NC(=O)c1ccccc1NC(=O)CSc1nnnn1C)c1ccccc1 (stereo not given) | 1 | ? | 1% | 0%
O=C(Nc1ccccc1C(F)(F)F)c1cccnc1 | 9 | 49 | -1% | 2%
CCOC(=O)c1sc(NC(=O)CSc2nc3ccccc3o2)c(C(=O)OCC)c1C | -3 | ? | 2% | nt
COc1cc(C(=O)OCc2cc3ccccc3[nH]c2=O)cc(OC)c1OC | -5 | -100* | 1% | nt
CN1C(=O)c2ccccc2C(C(=O)NCC2CCCO2)C1c1c[nH]c2ccccc12 (stereo not given) | -13 | -5 | 0% | -4%
CN1C(=S)SC(/[N+]([O-])=C\c2ccco2)C1(C)C (stereo not given) | 11 | 11 | -3% | -12%
c1ccc(Cn2ncc3ccccc32)cc1 | 25 | -19 | 2% | -6%
CCc1cccc(Nc2cc(C)nc3nc(C)nn23)c1 | -15 | -29 | 6% | nt
Cc1ccc(CCNC(=O)C2CCN(S(=O)(=O)c3ccc4c(c3)CCC(=O)N4)CC2)cc1 | 9 | 92 | -9% | nt
Nc1cccc(-c2nc3ccccc3s2)c1 | -9 | 22 | 4% | 5%
N[C@@H](Cc1c[nH]c2ccc([N+](=O)[O-])cc12)C(=O)O | nt | nt | 4%[11.4 µM] | -3%[11.4 µM]
Cc1nc(NC(=S)NC(=O)c2ccccc2)sc1C(=O)N(C)C | 1 | 16 | -4% | -3%
O=C1CCN(C(=O)c2ccccc2)C2CCCCC12 (stereo not given) | -2 | 10 | -5% | -2%
CCOC(=O)N1CCN(c2nc(-c3cccc(OC)c3)cc(C(F)(F)F)n2)CC1 | 9 | -3 | -7% | 7%
Clc1ccccc1Nc1c2c(nc3ncnn13)CCC2 | 5 | -22 | -7% | 5%
CCOc1ccc2[nH]c(=O)c(CN(Cc3cccs3)C(CC)c3nnnn3C(C)(C)CC)cc2c1 (stereo not given) | 10 | -24 | -9% | -2%
CCOC(=O)c1cnc2cc(-c3ccc(C(C)(C)C)cc3)nn2c1N | 4 | 8 | -2% | 13%
COc1ccc(OC)c(C(=O)c2ccc(C(=O)c3cc(OC)ccc3OC)cc2)c1 | 13 | 1 | -1% | -1%
CCCN(CCC)C(=O)CSc1nc2ccccc2c(=O)n1CC1COc2ccccc2O1 (stereo not given) | 4 | 30 | 2% | nt
Cc1ccc2[nH]c(=O)c(CNS(=O)(=O)c3ccccc3)c(-c3ccccc3)c2c1 | nt | 22 | -5% | nt
COc1ccccc1N1CCN(C(=O)c2c(-c3ccccc3Cl)noc2C)CC1 | ? | -20 | 1% | 1%
Cc1ccc(SC(C)C(=O)Nc2ccccc2C(=O)N2CCOCC2)cc1 (stereo not given) | 6 | 4 | 9% | 0%
COC(=O)C1CCN(c2cc(=O)n(C3CCCCC3)c(=O)[nH]2)CC1 | -4 | -20 | 0% | -7%
CC1=C(C)C(=O)N(c2ccccn2)C1=O | -12 | ? | 1% | -2%
COc1ccc(-n2c(=O)[nH]cc(C(=O)Nc3ccc4c(c3)OCCO4)c2=O)cc1 | -6 | 63 | -1% | -12%
Cc1ccc(OCC(=O)NNC(=O)CCc2ccccc2)cc1 | -1 | -23 | 5% | nt
Cc1cc(C)nc(NS(=O)(=O)c2ccc(NC(=O)CCN3C(=O)c4ccccc4C3=O)cc2)n1 | 2 | ? | 0% | -3%
CCc1nc2ccccc2[nH]1 | -2 | 9 | 4% | 2%
CC(C)=N/N=C(\c1cccc([N+](=O)[O-])c1)C12CN3CN(CN(C3)C1)C2 | nt | -12 | 2% | nt
